Pf growth 96h = P. falciparum growth inhibition at 96 hour, primary screen for plastid delayed-death inhibitors. actives 6.9% (n = 320,000). Potency, µM (series often up to 28.7 µM), without a hit: at the highest dose activity change, negative = inhibition, actives largely listed as inhibitors. P. falciparum luciferase reporter growth, 96 h; note: potency is the fitted concentration of half-maximal effect; % is set by controls: 0 for no effect and ±100 for the full control effect
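Two-generation exposure (96 h) targets delayed-death phenotype. Reporter parasites carrying integrated firefly luciferase, in red cells at 2% hematocrit and 0.05% parasitemia final, kept at 37 C, 5% CO2; luminescence loss indicates inhibition.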
LmPK inhibitor = LmPK (Leishmania mexicana) enzyme inhibition | purified LmPK, Kinase-Glo ATP luminescence, 1 h | Potency, µM (highest dose often 57.5 µM), without a hit: top-dose activity change, negative = inhibition, actives largely listed as inhibitors | actives 0.37% (n = 290,000) | AID 1721; note: potency is the fitted concentration of half-maximal effect; % is set by controls: 0 for no effect and ±100 for the full control effect
Target sequence (Q27686 whole entry, looked up): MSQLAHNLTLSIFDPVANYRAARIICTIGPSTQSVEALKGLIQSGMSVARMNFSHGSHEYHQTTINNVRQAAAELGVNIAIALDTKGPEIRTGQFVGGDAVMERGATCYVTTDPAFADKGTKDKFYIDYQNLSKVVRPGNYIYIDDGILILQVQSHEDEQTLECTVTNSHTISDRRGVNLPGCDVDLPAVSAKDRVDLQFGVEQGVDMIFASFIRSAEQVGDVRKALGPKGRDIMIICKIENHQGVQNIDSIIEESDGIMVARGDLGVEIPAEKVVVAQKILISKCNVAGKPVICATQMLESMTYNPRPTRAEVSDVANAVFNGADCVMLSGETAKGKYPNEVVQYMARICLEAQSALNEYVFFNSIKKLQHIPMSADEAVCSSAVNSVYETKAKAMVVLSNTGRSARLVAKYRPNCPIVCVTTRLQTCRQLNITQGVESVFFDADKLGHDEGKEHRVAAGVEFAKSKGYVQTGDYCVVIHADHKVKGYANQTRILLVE
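qHTS format; LmPK 0.1 nM; substrates PEP 0.5 mM and ADP 0.1 mM. One-hour room-temperature incubation, then coupled luciferase luminescence; 0.5 nM enzyme wells mark activation.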
Shiga toxin inh = inhibitors of Shiga toxin in Vero cells | actives 9.2% (n = 290,000) | inhibition, % at 38.7 µM | Vero cells, Shiga toxin protein synthesis inhibition reporter; in the data active = inhibition mostly above about 28%, no sharp cut-off; inactive = mostly below about 43%; note: 0% is about no effect
HCV inhibitor = inhibitors of hepatitis C virus infection; Huh7.5.1 HCVcc-Cre infection, luciferase reporter, 44 h; Potency, µM (highest dose often 41.8 µM), inactives show at the top dose activity change, negative = inhibition, hits mostly inhibitors; actives 3.4% (n = 340,000); AID 651820; note: potency is the fitted concentration of half-maximal effect; % is set by controls: 0 for no effect and ±100 for the full control effect
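Whole-lifecycle infectious HCVcc-Cre system; cells 1,000/well, compound then virus (~0.5 moi) added 4 h after plating, 44 h culture. Luciferase read 15 sec following 15 min substrate incubation, room temp.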
CHX counter = affects cycloheximide protein synthesis inhibition readout, counter-screen; cell reporter, cycloheximide protein synthesis inhibition counterscreen; max response, %; actives 12% (n = 300,000); in the data active = max response mostly above about 13%, no sharp cut-off; inactive = mostly below about 14%; note: read at 38.3 µM for the half of the compounds with a filed dose; 0% is about no effect
Tb PYK inh = T. brucei pyruvate kinase inhibition | Q57TT1 | TbPYK enzyme, Kinase-Glo Plus ATP luminescence, 45 min | Potency, µM (series often up to 76.8 µM), for the others: top-dose activity, negative = inhibition, most hits filed as inhibitors | actives 0.12% (n = 410,000); note: potency is the fitted concentration of half-maximal effect; % is set by controls: 0 for no effect and ±100 for the full control effect; nearly all actives have a fitted effect of over 50% in size
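Screened from lowest to highest concentration, compounds were pinned into TbPYK/substrate mixtures, and ADP (130 uM final) was added. Plates sat at room temperature for 45 min prior to Kinase-Glo Plus detection by luminescence.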
Pf growth 48h = P. falciparum growth inhibition at 48 hours (one generation); P. falciparum luciferase growth in erythrocytes, 48 h; Potency, µM (highest dose often 28.7 µM), for the others: top-dose activity change, negative = inhibition, most hits filed as inhibitors; actives 5.9% (n = 310,000); note: potency is the fitted concentration of half-maximal effect; % is set by controls: 0 for no effect and ±100 for the full control effect
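Cell-based growth assay: transgenic P. falciparum expressing firefly luciferase, cultured in red cells within RPMI 1640 containing 0.5% w/v Albumax, 24 mM bicarbonate and gentamycin. A drop in luciferase activity indicates inhibition.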
Starred values were filed as active, the others as inactive; ? = inconclusive; . = no result given; [ ] = remark or other dose. Unless noted, calls come from the whole dose curve; as a rule, active = well fitted curve in the direction sought with a large enough effect; inconclusive = small, poorly fitted or top-dose-only effect, or another doubt; inactive = no such curve, though single readings can be large; an effect the other way counts as inactive or inconclusive.

SMILES	Pf growth 96h	LmPK inhibitor	Shiga toxin inh	HCV inhibitor	CHX counter	Tb PYK inh	Pf growth 48h
O=C(O)CCNC(=O)c1cncc(Br)c1	-4%	1%	-18	12%	-7	1%	.
O=C(NC1CCCC1)c1cc(-c2ccccc2)on1	-2%	-12%	157*	2%	31*	-7%	207%[activator]
O=C(COc1ccc(Cl)cc1)OCC(=O)N1CCCc2ccccc21	23%	5%	10	-4%	-3	1%	6%
COc1cccc2cc(-c3ccnc(=S)[nH]3)oc12	141%[activator]	-6%	-6	.	-3	.	34%[activator]
O=C(Nc1cccc2c1CCCC2)c1cccc(F)c1	66%[activator]	-1%	-5	13%	-3	0%	-5%
C=C1CCC[C@]2(C)C[C@H]3OC(=O)C(CNCC(OC)OC)[C@H]3CC12 (some centres not stated)	-2%	6%	-7	4%	-5	-4%	0%
Cc1ccc(NC(=O)N(Cc2ccco2)C(C)c2ccco2)cc1C (configuration not stated)	?	2%	-14	-6%	10*	-4%	?
CCOC(=O)c1c(C)[nH]c(=S)c(C#N)c1-c1ccc(Cl)cc1	2%	3%	19	1%	-3	-18%	8%
CCN1CCN(C(=O)c2ccc(N3CC4CC(C3)c3cccc(=O)n3C4)c([N+](=O)[O-])c2)CC1 (configuration not stated)	?	2%	-1	14%	-5	3%	1%
O=C(Nc1nnc(-c2ccc(Br)cc2)o1)c1ccco1	-6%	.	.	5%	.	-22%	?
COc1cc(/C(C)=N/NC(=O)CSc2nnc(C)s2)ccc1O	-5%	-1%	10	16%	-2	-3%	4%
O=C(O)COc1ccc2c(c1)CCCC2	-11%	1%	5	24%	-4	2%	-3%
Cc1ccc2c(COC(=O)c3ccccc3OC(F)F)cc(=O)oc2c1	28%	3%	47	7%	26*	5%	4%
COc1cc(CC(NC(C)=O)C(=O)NC2CCN(c3c4c(nc5ncnn35)CCC4)CC2)cc(OC)c1 (configuration not stated)	-5%	-10%	-24	.	-1	.	-6%
O=C(CNS(=O)(=O)c1ccccc1)Nc1cccc([N+](=O)[O-])c1	?	-4%	-12	-5%	-3	2%	-6%
CCOC(=O)c1cnn(CCOC(=O)C2CC2)c1NC(=O)C1CC1	-14%	2%	-23	.	-4	-1%	30%[activator]
O=C(N/N=C/c1ccncc1)c1cc([N+](=O)[O-])cc([N+](=O)[O-])c1	16%	-3%	-8	1%	-1	-13%	4%
CCC(O)(C(=O)Nc1ccccc1C(F)(F)F)c1ccccc1OC (configuration not stated)	-33%	.	.	1%	.	-5%	?
Cc1cccc(NC(=O)CCc2nnc3ccc(N4CCC(C)CC4)nn23)n1	?	4%	21	5%	-4	0%	?
O=C(Nc1nc2ccccc2n1CCN1CCCC1)C1CCCCC1	75%	-7%	-48	9%	-2	-6%	?
N#Cc1cc([N+](=O)[O-])c(-n2nnc3ccccc32)c([N+](=O)[O-])c1	134%[activator]	11%	11	-14%	-4	2%	74%[activator]
COc1ccc(C(=O)Nc2c(N)nc(SCC(=O)Nc3ccc(C(C)=O)cc3)[nH]c2=O)cc1	-15%	0%	-2	-23%	1	-1%	1%
COc1cc2nc(CN(C)Cc3ccc(C(C)(C)C)cc3)[nH]c(=O)c2cc1OC	-1%	1%	-11	-29%	0	-1%	-24%
COc1cc(=O)n(C)c2cc(N(C)C)ccc12	.	8%	-4	?	-1	2%	14%
CCN1CCCC1CNS(=O)(=O)c1cccc(C(F)(F)F)c1 (configuration not stated)	13%	0%	-11	-9%	1	-4%	-9%

Profiles from above. Values in the order: Pf growth 96h | LmPK inhibitor | Shiga toxin inh | HCV inhibitor | CHX counter | Tb PYK inh | Pf growth 48h
N#Cc1cc([N+](=O)[O-])c(-n2nnc3ccccc32)c([N+](=O)[O-])c1 is entered as 134%[activator] | 11% | 11 | -14% | -4 | 2% | 74%[activator]
O=C(O)CCNC(=O)c1cncc(Br)c1 is entered as -4% | 1% | -18 | 12% | -7 | 1% | .
COc1cc(/C(C)=N/NC(=O)CSc2nnc(C)s2)ccc1O is entered as -5% | -1% | 10 | 16% | -2 | -3% | 4%

(next part)
SMILES	Pf growth 96h	LmPK inhibitor	Shiga toxin inh	HCV inhibitor	CHX counter	Tb PYK inh	Pf growth 48h
CC1CCCC(C)N1C(=C(Cl)Cl)C(=C1SCCS1)[N+](=O)[O-] (configuration not stated)	?	2%	22	?	8	3%	-29%
O=C(/C=C/c1ccc(F)cc1)NC(=S)N1CCOCC1	48%[activator]	5%	-13	6%	0	-13%	-23%
Cc1cc(O)c(NC(=O)c2ccco2)cc1C	7%	-29%	99*	-7%	57*	1%	3%
COc1cc2c(cc1OC)C1Cc3ccc(OC)c(OC)c3C[N+]1([O-])CC2 (configuration not stated)	32%[activator]	0%	-5	13%	-2	-3%	30%[activator]
Cc1cc(O)c(CN(C)C)c2c1C(=O)/C(=C/c1ccco1)O2	5.2µM*	-1%	-9	11%	-2	-17%	6.6µM*
CC1Oc2ccccc2C=C1/C=N/NC(=O)c1ccncc1 (configuration not stated)	-11%	-6%	37	?	9	0%	?
C[C@@H](NC(=O)c1nc[nH]c1C(=O)N[C@@H](Cc1ccccc1)C(=O)OC(C)(C)C)c1ccccc1	?	2%	-2	-3%	1	4%	?
CN1N=C(C(C)(C)C)CC1=O	?	-8%	-9	-2%	2	-4%	-29%
CCc1ccccc1NC(=O)c1ccc(-c2csc(C)n2)cc1	53%[activator]	3%	53*	-2%	27*	-5%	69%[activator]
O=C(CCc1ccc(CCC(=O)c2cccs2)s1)c1cccs1	9%	-2%	53*	-7%	22*	-1%	46%[activator]
C=CCN(C(=O)c1csnn1)C(C(=O)NC1CCCCC1)c1ccccc1F (configuration not stated)	?	0%	-6	9%	-5	-1%	2%
O=S(=O)(c1ccccc1)N(CC(O)COc1ccccc1)c1ccccc1 (configuration not stated)	-1%	4%	-5	-10%	-3	1%	-15%
CC1(C2CC2)NC(=O)N(CC(=O)N2CCN(c3ccc(F)cc3)CC2)C1=O (configuration not stated)	6%	.	.	23%	.	2%	11%
CCOC(=O)/C(C#N)=C/c1cc2ccc(C)cc2nc1Cl	29%	2%	-1	-11%	5	-16%	5%
Cc1ccc(S(=O)(=O)N2CCOCC2)cc1NC(=O)COC(=O)c1ccccc1OCc1c(C)noc1C	-20%	4%	-3	-8%	-1	-6%	-15%
COc1ccc(-c2nnnn2-c2ccc(F)cc2F)cc1	8%	0%	-17	0%	-2	-3%	31%[activator]
N#CSC(c1ccccc1)c1nc2ccccc2[nH]c1=O (configuration not stated)	6%	3%	2	8%	-7	-25%	-12%
Cc1cc(C(=O)N/N=C/c2ccccc2[N+](=O)[O-])c(C)o1	33%[activator]	-4%	72*	-21%	35*	-3%	102%[activator]
CSc1nc2c(c(=O)n1-c1ccccc1)SCC2	54%[activator]	1%	-9	5%	-4	-8%	-25%
COc1ccccc1N(CC(=O)N1CCCCCC1)S(C)(=O)=O	0%	1%	10	3%	-1	-5%	-15%
O=C(Nc1ccccc1)c1ccc(CN2CCc3ccccc3C2)cc1	39%[activator]	-2%	54	?	27*	-5%	-15%
Cc1ccc(CNC(=O)CCCCCNc2nc(=S)[nH]c3ccccc23)cc1	?	6%	-2	.	-1	.	?
O=C(CCc1ccccc1)NNC(=O)c1ccc(Br)cc1	48%[activator]	11%	34	13%	6	6%	35%
CN(C(=O)CSc1nc(-c2ccccc2)cn1N)C(c1ccccc1)c1ccccc1	.	10%	13	2%	-1	4%	12µM*
N#Cc1ccccc1Oc1ccc(S(=O)(=O)N2CCCCC2)cn1	45%[activator]	.	.	-7%	.	-20%	11%

Nothing new here: entries from further up.
SMILES	Pf growth 96h	LmPK inhibitor	Shiga toxin inh	HCV inhibitor	CHX counter	Tb PYK inh	Pf growth 48h
Cc1cc(C(=O)N/N=C/c2ccccc2[N+](=O)[O-])c(C)o1	33%[activator]	-4%	72*	-21%	35*	-3%	102%[activator]
CSc1nc2c(c(=O)n1-c1ccccc1)SCC2	54%[activator]	1%	-9	5%	-4	-8%	-25%
COc1ccccc1N(CC(=O)N1CCCCCC1)S(C)(=O)=O	0%	1%	10	3%	-1	-5%	-15%
O=C(Nc1ccccc1)c1ccc(CN2CCc3ccccc3C2)cc1	39%[activator]	-2%	54	?	27*	-5%	-15%

Continued:
SMILES	Pf growth 96h	LmPK inhibitor	Shiga toxin inh	HCV inhibitor	CHX counter	Tb PYK inh	Pf growth 48h
CCN(CC)c1ccc(C(=O)N2CCN(Cc3ccccc3)CC2)cc1	?	-3%	5	-16%	11	-2%	?
COc1ccc([C@H]2CC(=O)C=C(c3cccc(CO)c3)C2)cc1	?	.	.	-5%	.	3%	-29%
Nc1ccc(S(=O)(=O)NCC(=O)OC2CCOC2=O)cc1[N+](=O)[O-] (configuration not stated)	15%	.	.	8%	.	-2%	-11%
Cc1nn(CC(=O)Nc2ccc3c(c2)nc2n3CCN(C3CCCCC3)C2)c(=O)c2ccccc12	?	-1%	-12	?	-1	0%	?
COc1ccc2c(c1OC)C(=O)N(c1ccccn1)C2	127%[activator]	-23%	139*	-9%	52*	-13%	183%[activator]
COc1ccc(CNC(=O)COc2ccc(S(=O)(=O)N3CCCCC3)cc2Cl)cc1	-24%	-2%	-3	?	-3	-11%	13µM*
COc1cc(C2N(c3ccccn3)C(=O)C3CCCN32)cc(OC)c1OC (configuration not stated)	53%[activator]	5%	-25	9%	-7	3%	-3%
COc1ccc(CNC(=O)C2CCCN2C)cc1OC (configuration not stated)	28%	-8%	27	2%	-1	-5%	-14%

Compounds shown so far containing an aryl thioether with sulfur outside any ring:
SMILES	Pf growth 96h	LmPK inhibitor	Shiga toxin inh	HCV inhibitor	CHX counter	Tb PYK inh	Pf growth 48h
COc1cc(/C(C)=N/NC(=O)CSc2nnc(C)s2)ccc1O	-5%	-1%	10	16%	-2	-3%	4%
COc1ccc(C(=O)Nc2c(N)nc(SCC(=O)Nc3ccc(C(C)=O)cc3)[nH]c2=O)cc1	-15%	0%	-2	-23%	1	-1%	1%
CSc1nc2c(c(=O)n1-c1ccccc1)SCC2	54%[activator]	1%	-9	5%	-4	-8%	-25%
CN(C(=O)CSc1nc(-c2ccccc2)cn1N)C(c1ccccc1)c1ccccc1	.	10%	13	2%	-1	4%	12µM*
